Assay outcomes: PubChem BioAssay, NMMLSC
GSH bead fluor – GSH bead compound fluorescence profile; actives 0.25% (n = 190,000); fluorescence (KMESF) at 10 µM; GSH beads flow cytometry, compound fluorescence 488/530 nm; active compounds read high; in the data active means fluorescence above about 89;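 further: glutathione beads carrying GST-tagged Bcl family fusion proteins plus one bare bead set; values are compound well signal with DMSO vehicle wells as background; inactives centre near 16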
RGS4-Gao reg – human RGS4-Galphao interaction regulation | Multiplexed bead flow cytometry, RGS4-Galphao binding; actives lie on both sides | actives 0.33% (n = 220,000) | AID 1415 | binding response (% of control), % at 10 µM | P09471; in the data active means binding response below about 49% or above about 150%; inactive means in between;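 further: fluorescent Galphao activated with aluminum fluoride binding bead-coupled RGS4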
ABCG2 inh – blocks JC-1 efflux by human ABCG2 transporter | Q9UNQ0 | IgMXP3 cells, flow cytometry | inhibition, % at 6.6 µM | actives 0.1% (n = 190,000);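 active means inhibition above 80%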;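 further: 0% = DMSO and 100% = nicardipine control wells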
Target sequence (Q9UNQ0 whole entry, looked up): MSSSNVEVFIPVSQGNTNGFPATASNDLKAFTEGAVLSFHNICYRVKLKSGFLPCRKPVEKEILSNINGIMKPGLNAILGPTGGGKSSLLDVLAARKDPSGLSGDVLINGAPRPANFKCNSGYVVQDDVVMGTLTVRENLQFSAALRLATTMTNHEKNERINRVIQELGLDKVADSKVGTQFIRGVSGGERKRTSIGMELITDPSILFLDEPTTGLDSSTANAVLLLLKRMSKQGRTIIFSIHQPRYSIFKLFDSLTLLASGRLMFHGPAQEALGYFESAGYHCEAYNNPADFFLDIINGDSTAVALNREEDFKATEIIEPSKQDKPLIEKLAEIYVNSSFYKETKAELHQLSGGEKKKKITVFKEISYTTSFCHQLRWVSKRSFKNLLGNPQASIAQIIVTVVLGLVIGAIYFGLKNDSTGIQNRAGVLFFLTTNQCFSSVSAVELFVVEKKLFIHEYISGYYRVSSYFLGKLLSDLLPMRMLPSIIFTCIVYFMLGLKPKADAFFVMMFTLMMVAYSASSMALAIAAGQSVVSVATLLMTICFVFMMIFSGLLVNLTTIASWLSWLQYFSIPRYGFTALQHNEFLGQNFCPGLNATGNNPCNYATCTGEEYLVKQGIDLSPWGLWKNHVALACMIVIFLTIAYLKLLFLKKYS
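Read-out basis: Efflux inhibition in percent versus controls | Test system: ABCG2 IgMXP3 and barcoded ABCB1 CCRF-Adr cell mix | Quantity: 3 million cells/mL in well | Schedule: 10 min at 25 °C | Control set: Nicardipine as high control, DMSO as low control | Reagent: JC-1 as fluorescent efflux pump substrate | Signal: Flow cytometry of retained JC-1 fluorescence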
ABCB1 inh – inhibitors of human ABCB1 transporter, ABCG2 counter-screen | CCRF-Adr cells, JC-1 efflux, flow cytometry | inhibition, % at 6.6 µM | P08183 | actives 0.067% (n = 190,000); in the data active means inhibition above about 40%;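 further: 0% = vehicle and 100% = reference inhibitor; higher value means more JC-1 retained so stronger ABCB1 efflux block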
RGS7-Gao – human RGS7-Galphao interaction regulation | P09471 | Multiplexed bead flow cytometry, RGS7-Galphao binding; actives lie on both sides | binding response (% of control), % at 10 µM | actives 0.35% (n = 220,000) | AID 1439; in the data active means binding response below about 49% or above about 150%; inconclusive means no clear call, values can overlap the other calls; inactive means in between;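 further: fluorescent Galphao held in activated GDP-AlF4 state binding bead-coupled RGS7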
Bim-Bfl-1 – human Bim-Bfl-1 interaction inhibition; Q16548; Bead-based flow cytometry, Bim-Bfl-1 binding inhibition; inhibition, % at 10 µM; actives 0.12% (n = 190,000);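 further: 0% = wells without compound plus tracer and 100% = blocker peptide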
Bim-Bcl-XL – disrupts Bim peptide binding to human Bcl-XL. Q07817. bead flow cytometry, fluorescence. inhibition, % at 10 µM. actives 0.04% (n = 190,000). AID 1007
Target sequence (Q07817 whole entry, looked up): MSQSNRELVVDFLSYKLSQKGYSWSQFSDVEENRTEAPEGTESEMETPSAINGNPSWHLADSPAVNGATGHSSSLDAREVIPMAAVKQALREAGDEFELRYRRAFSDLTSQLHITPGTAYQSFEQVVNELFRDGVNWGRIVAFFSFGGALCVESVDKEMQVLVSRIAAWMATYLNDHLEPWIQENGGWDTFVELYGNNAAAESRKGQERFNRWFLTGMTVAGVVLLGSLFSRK
Bim-Bcl-B – inhibitors of Bim-Bcl-B interaction, human; bead-based flow cytometry, Bim peptide-Bcl-B binding; inhibition, % at 10 µM; actives 0.073% (n = 190,000); AID 951;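 further: 0% = tracer peptide without compound and 100% = reference inhibitor peptide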
Avidin bead fluor – compound fluoresces at 488/530 nm on avidin beads; fluorescence (KMESF) at 10 µM; actives 0.38% (n = 220,000); AID 1775; compound fluorescence 488/530 nm, flow cytometry; active compounds read high; in the data active means fluorescence above about 47; further: inactives centre near 10
Bim-Bcl-W – human Bim-Bcl-W interaction inhibition | bead-based flow cytometry, Bim peptide-Bcl-W binding | inhibition, % at 10 µM | Q92843 | actives 0.02% (n = 190,000);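 further: 0% = bound tracer without compound and 100% = peptide blocker; higher means less fluorescent Bim peptide bound to Bcl-W beads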
Target sequence (Q92843 whole entry, looked up): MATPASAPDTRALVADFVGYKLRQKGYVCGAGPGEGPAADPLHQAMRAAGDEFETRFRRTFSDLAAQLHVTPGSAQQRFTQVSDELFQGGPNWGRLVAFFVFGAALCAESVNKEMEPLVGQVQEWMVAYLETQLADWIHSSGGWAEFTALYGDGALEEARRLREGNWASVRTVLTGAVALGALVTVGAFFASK
Bcl-2 Bim block – inhibitors of Bim-Bcl-2 interaction, human | Bead-based flow cytometry, Bim peptide-Bcl-2 binding | P10415 | inhibition, % at 10 µM | actives 0.06% (n = 190,000); in the data active means inhibition above about 40%; inconclusive means no clear call, values can overlap the other calls;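 further: 0% = no compound wells with probe peptide and 100% = reference peptide inhibitor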
* = called active by the depositor; u = inconclusive; x = not tested or not shown. Unless noted, no stated cut-off is given here; in the data, active means inhibition above about 40%.

1) CC1=C(C(=O)N2CCOCC2)C(c2cccs2)NC(=O)N1 (stereo unspecified)
2) CN(C)c1ccc(Sc2nnc(NC(=O)Nc3ccc(Cl)cc3Cl)s2)cc1
3) COc1ccc(S(=O)(=O)N(C)CC(=O)N2CCN(c3ccc(F)cc3)CC2)cc1OC
4) CCOCCN(C=O)c1cccc(OC)c1
5) CSc1ccccc1NC(=O)CN(Cc1ccccc1)S(C)(=O)=O
6) Cc1ccc(-n2ncc3c(=O)[nH]c(SCC(=O)N4CCCc5ccccc54)nc32)cc1
7) COc1ccc2cc(-c3cc(C(=O)OCC(=O)Nc4c(C)n(C)n(-c5ccccc5)c4=O)c4ccccc4n3)ccc2c1
8) O=C(C1CC(c2ccccc2O)=NO1)N1CCc2ccccc2C1 (stereo unspecified)
9) CN(Cc1nc(-c2cnccn2)no1)Cc1cccc2ccccc12
10) Cc1ccc(C(=O)N/N=C2\CCc3ccccc32)c(C)c1

compound no.	1	2	3	4	5	6	7	8	9	10
GSH bead fluor	33	9	13	7	23	43	10	13	56	11
RGS4-Gao reg	99.4	94.1	102.0	99.7	103.9	98.5	101.9	98.4	99.3	97.0
ABCG2 inh	-22.8	-6.6	5.7	0.2	1.8	0.1	-9.5	1.5	1.4	12.4
ABCB1 inh	-1.9	-2.1	1.2	0.2	0.6	0.3	-2.5	0.5	0.6	0.8
RGS7-Gao	100.0	95.0	96.2	98.8	99.0	98.5	102.1	98.7	101.2	100.8
Bim-Bfl-1	-6.0	-2.0	-8.0	-5.0	-9.0	-9.0	-1.0	-1.0	-17.0	-18.0
Bim-Bcl-XL	-9.0	-4.0	0.0	-3.0	-6.0	-2.0	-3.0	-2.0	-3.0	-2.0
Bim-Bcl-B	-1.0	-8.0	-5.0	-1.0	-8.0	-4.0	-11.0	0.0	-9.0	-5.0
Avidin bead fluor	11	5	10	10	15	7	6	15	10	12
Bim-Bcl-W	-2.0	-5.0	4.0	2.0	-5.0	3.0	-4.0	0.0	-3.0	1.0
Bcl-2 Bim block	-4.0	-2.0	-5.0	-2.0	-7.0	-6.0	0.0	0.0	-11.0	-7.0

The closing three compounds of the section above lead into the next:
8) O=C(C1CC(c2ccccc2O)=NO1)N1CCc2ccccc2C1 (stereo unspecified)
9) CN(Cc1nc(-c2cnccn2)no1)Cc1cccc2ccccc12
10) Cc1ccc(C(=O)N/N=C2\CCc3ccccc32)c(C)c1
11) Cc1cc(C)n(CCNC(=O)CC2C(=O)NCCN2Cc2ccc(C)o2)n1 (stereo unspecified)
12) CCOC(=O)C1CCCN(c2oc(-c3ccc(F)cc3)nc2C#N)C1 (stereo unspecified)
13) O=C(Nc1cccc(NC(=O)c2ccccc2[N+](=O)[O-])n1)c1ccccc1[N+](=O)[O-]
14) O=C(Nc1cccc(-c2nc3ccccc3o2)c1)c1cccnc1
15) CCOc1ccc2nc(NC(=O)CN3CCN(c4ccccn4)CC3)sc2c1
16) C/C(CC(=O)NCc1ccco1)=N\NC(=O)C(c1ccccc1)c1ccccc1
17) Cc1ccc(C(=O)N2CCCC(C(=O)c3cc(F)ccc3F)C2)s1 (stereo unspecified)
18) O=C(Nc1nnc(-c2ccc3c(c2)CCCC3)o1)C1CCCCC1
19) c1ccc(C2CNCc3c2ccc2ccccc32)cc1 (stereo unspecified)
20) COc1ccc(NC(=S)NCc2ccc3c(c2)OCO3)cc1

compound no.	8	9	10	11	12	13	14	15	16	17	18	19	20
GSH bead fluor	13	56	11	16	27	24	12	9	36	56	15	8	21
RGS4-Gao reg	98.4	99.3	97.0	102.5	104.6	105.3	103.1	98.9	102.3	102.4	100.4	97.8	99.6
ABCG2 inh	1.5	1.4	12.4	0.8	7.0	0.0	3.4	7.8	6.7	4.1	3.4	3.8	5.7
ABCB1 inh	0.5	0.6	0.8	-0.4	1.6	-0.1	1.3	0.8	0.5	3.4	0.2	2.4	0.6
RGS7-Gao	98.7	101.2	100.8	101.6	104.3	105.3	99.5	101.0	100.6	102.4	100.1	100.3	95.4
Bim-Bfl-1	-1.0	-17.0	-18.0	-6.0	-2.0	0.0	-1.0	-4.0	-23.0	-11.0	-10.0	0.0	-7.0
Bim-Bcl-XL	-2.0	-3.0	-2.0	0.0	2.0	-2.0	-1.0	1.0	-9.0	-3.0	-2.0	-4.0	0.0
Bim-Bcl-B	0.0	-9.0	-5.0	-5.0	1.0	0.0	-3.0	-3.0	-11.0	-6.0	-4.0	-5.0	-3.0
Avidin bead fluor	15	10	12	9	26	6	21	34	11	9	7	1	9
Bim-Bcl-W	0.0	-3.0	1.0	-2.0	3.0	0.0	1.0	13.0	-3.0	-4.0	-1.0	-3.0	-2.0
Bcl-2 Bim block	0.0	-11.0	-7.0	0.0	0.0	-1.0	-1.0	2.0	-14.0	-8.0	-7.0	0.0	-2.0

21) CCOC(=O)C1=C(CC)Nc2ccccc2N=C1NC(=O)Nc1ccccc1OC
22) CC(C)NC(=O)[C@H](CSCc1ccccc1)N1Cc2ccccc2C1=O
23) COC(=O)C1CCN(C(=O)NC(C)(C)C)CC1
24) COn1c(=O)c(=O)n(O)c2ccccc21
25) FCCCOc1ccc(-c2ccnc3ncnn23)cc1
26) Cn1c(=O)n(C)c2cc(/C=C(/C#N)C(=O)NCc3ccco3)ccc21
27) COC(=O)C1=CN(Cc2ccc(OC)c(OC)c2)C=C(C(=O)OC)C1c1cccs1
28) COc1ccccc1OCCNC(=O)c1cccs1
29) COCC(C)N=C1NN=C(c2cccs2)C(CC(=O)O)S1 (stereo unspecified)
30) CCCc1cc(N2CCCC(C(=O)NCC)C2)n2ncnc2n1 (stereo unspecified)

compound no.	21	22	23	24	25	26	27	28	29	30
GSH bead fluor	34	18	34	36	10	9	25	15	23	6
RGS4-Gao reg	105.2	x	98.6	107.4	99.8	99.1	94.9	103.6	100.3	102.3
ABCG2 inh	4.0	3.0	2.4	5.6	6.1	6.1	6.1	7.8	-0.3	0.8
ABCB1 inh	0.5	1.8	0.6	-0.9	1.5	0.8	3.9	0.9	0.1	0.1
RGS7-Gao	105.5	x	100.8	107.6	104.0	97.8	91.6	105.1	106.1	99.5
Bim-Bfl-1	0.0	0.0	-12.0	-3.0	3.0	-3.0	-3.0	-4.0	-1.0	-8.0
Bim-Bcl-XL	-1.0	-3.0	-3.0	-3.0	-1.0	0.0	-3.0	-6.0	-3.0	-1.0
Bim-Bcl-B	1.0	-5.0	-3.0	-8.0	0.0	-2.0	-10.0	-2.0	-3.0	-2.0
Avidin bead fluor	8	x	9	26	7	9	5	7	10	8
Bim-Bcl-W	0.0	-4.0	-1.0	-7.0	0.0	3.0	1.0	-1.0	-1.0	2.0
Bcl-2 Bim block	0.0	0.0	-10.0	-2.0	5.0	-2.0	-6.0	-3.0	-1.0	-3.0

31) CCN(Cc1ccccc1)C(c1ccc(C)cc1)c1nnnn1C(C)(C)CC (stereo unspecified)
32) COc1ccc(-n2cc(CNCCc3ncc(C)[nH]3)c(-c3ccccc3Cl)n2)cc1
33) CC(C)c1ccc(NC(=O)CCNS(=O)(=O)c2cccc3nsnc23)cc1
34) Cn1c(=O)n(-c2ccc(Cl)cc2)c(=O)c2c3c(sc21)COC(C)(C)C3
35) O=C(NCCc1cccc(Cl)c1)c1ccc(Cl)c([N+](=O)[O-])c1
36) Cc1ccc(C)c(Cn2nnc3c(=O)[nH]c(C(=O)NCc4ccco4)nc32)c1
37) O=C(Nn1c(SCc2ccc(F)cc2)nc2ccsc2c1=O)c1ccccc1
38) Cc1cc(C)cc(N(C(C)C(=O)NC2CCCC2)S(C)(=O)=O)c1 (stereo unspecified)
39) O=C(c1ccco1)N1CCN(C(c2ccccc2F)c2nnnn2CC2CCCO2)CC1 (stereo unspecified)
40) CC1CC(C)CN(c2oc(-c3ccco3)nc2C#N)C1 (stereo unspecified)

compound no.	31	32	33	34	35	36	37	38	39	40
GSH bead fluor	62	11	29	14	13	11	10	11	53	28
RGS4-Gao reg	100.8	108.3	99.0	101.7	95.9	100.3	90.2	63.2	98.5	94.1
ABCG2 inh	1.9	9.2	2.6	0.3	30.3	0.3	-1.8	-0.1	3.2	35.3
ABCB1 inh	0.3	4.6	0.4	-0.1	0.4	0.2	-0.9	0.0	0.7	1.7
RGS7-Gao	101.2	113.4	101.1	103.4	99.8	93.0	93.9	72.2	101.0	96.4
Bim-Bfl-1	-5.0	-3.0	-11.0	-1.0	-6.0	0.0	0.0	-2.0	-13.0	12.0
Bim-Bcl-XL	0.0	-1.0	-1.0	0.0	-9.0	1.0	-2.0	0.0	-5.0	0.0
Bim-Bcl-B	-4.0	-3.0	-6.0	2.0	-10.0	0.0	0.0	-2.0	-7.0	3.0
Avidin bead fluor	14	17	4	42	9	21	2	13	10	23
Bim-Bcl-W	-3.0	-2.0	3.0	1.0	-6.0	0.0	-1.0	-2.0	3.0	-2.0
Bcl-2 Bim block	-5.0	-1.0	-1.0	1.0	-6.0	0.0	2.0	-2.0	-7.0	4.0

41) O=S(=O)(c1ccc(Br)s1)N1CCN(Cc2ccc3c(c2)OCO3)CC1
42) CN1CCc2c(sc3c2C(=O)NC(c2ccccn2)N3)C1 (stereo unspecified)
43) O=C1N=C(N2CCN(c3ccccc3)CC2)S/C1=C\c1ccco1
44) Fc1ccccc1NC(=S)N1CCN(Cc2ccccc2)CC1
45) NC(=O)CSc1nc2scc(-c3ccco3)c2c(=O)n1-c1ccccc1
46) C#CC[N+]1(CC#Cc2ccc(C)cc2)CCCCC1
47) Cn1ccnc1SCC(=O)c1ccc(Cl)cc1
48) COCCn1c(=O)[nH]c2cc(C(=O)Nc3cccc(F)c3)ccc2c1=O
49) Cc1nn2c(-c3ccccc3)ccnc2c1-c1ccccc1
50) CCOc1ccc(OCC(=O)Nc2ccccc2C(F)(F)F)cc1
51) COCCCN(C(=S)Nc1cc(Cl)cc(Cl)c1)C(C)c1ccncc1 (stereo unspecified)
52) O=C(c1cccc(Br)c1)N1CCN(c2cnn(-c3ccccc3)c(=O)c2Cl)CC1

compound no.	41	42	43	44	45	46	47	48	49	50	51	52
GSH bead fluor	4	22	18	11	31	10	21	13	36	15	16	19
RGS4-Gao reg	106.5	98.8	105.1	106.4	91.6	105.4	109.1	99.6	99.4	99.8	103.6	106.4
ABCG2 inh	1.5	49.5	6.0	0.1	-2.4	-2.4	8.0	11.2	48.4	4.1	6.1	8.8
ABCB1 inh	0.3	-0.1	0.6	0.3	-3.2	0.1	1.4	0.7	1.3	0.5	1.2	1.6
RGS7-Gao	104.6	97.5	109.8	106.0	88.5	96.5	105.3	u	98.8	97.1	104.3	107.7
Bim-Bfl-1	-8.0	-19.0	-4.0	-5.0	-2.0	-7.0	-3.0	-4.0	-14.0	-4.0	-3.0	-3.0
Bim-Bcl-XL	0.0	-3.0	-1.0	-7.0	-21.0	-4.0	-2.0	0.0	-10.0	-1.0	-7.0	0.0
Bim-Bcl-B	-2.0	-3.0	-6.0	-9.0	-8.0	-9.0	-3.0	1.0	-9.0	-2.0	-16.0	-1.0
Avidin bead fluor	8	28	7	7	4	6	10	14	12	8	14	9
Bim-Bcl-W	5.0	1.0	0.0	-2.0	-4.0	-3.0	0.0	3.0	-4.0	1.0	-4.0	2.0
Bcl-2 Bim block	-3.0	-7.0	-2.0	0.0	-1.0	-1.0	-2.0	-2.0	-4.0	-2.0	-3.0	-1.0
